AmpC no deterg: inhibitors of E. coli AmpC beta-lactamase without detergent; AmpC nitrocefin hydrolysis, absorbance 480 nm, 0.0001% Triton; Potency, µM (doses to about 57.1 µM), for inactives: at the highest dose activity change, negative = inhibition, most hits filed as inhibitors; actives 0.52% (n = 330,000);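 further: potency means the concentration at half of the fitted maximal effect; plate controls were no compound for no effect and no enzyme for full effect; nearly all actives have a fitted effect of over 20% in size; some results filed as inactive show a strong effect at the top dose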
Target sequence (P00811 whole entry, looked up): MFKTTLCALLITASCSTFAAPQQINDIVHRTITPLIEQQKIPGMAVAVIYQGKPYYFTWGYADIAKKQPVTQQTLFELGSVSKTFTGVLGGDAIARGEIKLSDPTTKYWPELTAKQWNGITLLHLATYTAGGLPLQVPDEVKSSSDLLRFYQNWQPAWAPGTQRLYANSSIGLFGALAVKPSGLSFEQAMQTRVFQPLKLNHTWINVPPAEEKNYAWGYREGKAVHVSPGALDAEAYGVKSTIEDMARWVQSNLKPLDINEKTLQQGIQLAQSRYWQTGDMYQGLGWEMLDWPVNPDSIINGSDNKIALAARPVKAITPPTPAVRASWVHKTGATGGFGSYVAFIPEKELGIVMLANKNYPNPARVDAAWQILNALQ
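AmpC (5.3 nM in the dispensed reagent) in 20 mM phosphate pH 7.0 with 0.01% (detergent screen) or 0.0001% Triton X-100 was preincubated with compounds for 15 min at room temperature. Nitrocefin was then added from an 800 uM solution, and hydrolysis was followed at 480 nm.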
Sm TGR block: inhibitors of Schistosoma mansoni thioredoxin glutathione reductase; purified TGR, DTNB reduction, TNB absorbance 405 nm; Potency, µM (doses to about 114 µM), for the others: at the top dose activity change, negative = inhibition, actives largely listed as inhibitors; actives 3% (n = 360,000); further: potency means the concentration at half of the fitted maximal effect; nearly all actives have a fitted effect of over 60% in size
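TGR 20 nM + NADPH 100 uM (dispensed conc.), cpd preinc 15 min RT; start with NADPH (500 uM addition) then DTNB (15 mM addition). Kinetic TNB absorbance, 405 nm filter. Four-parameter Hill fit across titration.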
HCMV antiviral: human cytomegalovirus inhibition; HFF cells, HCMV-luciferase reporter, 72 h; stronger effect = lower value; activity change, negative = inhibition, % at 57.5 µM; actives 4.5% (n = 410,000); in the data active means activity change below about -60%; inconclusive means no clear call, values can overlap the other calls; inactive means above about -39%
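Human foreskin fibroblasts infected with luciferase-reporter HCMV at MOI 1 PFU/cell, compounds at two doses. Luciferase measured 72 h post infection; normalized to buffer-only basal and Salinomycin (10uM) controls.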
HCV inh: inhibitors of hepatitis C virus infection. Huh7.5.1 HCVcc-Cre infection, luciferase reporter, 44 h. Potency, µM (titrated, usually from 41.8 µM), for the others: at the highest dose activity change, negative = inhibition, actives largely listed as inhibitors. actives 3.4% (n = 340,000). AID 651820; further: potency means the concentration at half of the fitted maximal effect
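A cell-based infection assay in which seeded cells (1,000 per well) receive test compound after 4 h, are inoculated with HCVcc-Cre at approximately 0.5 moi, and are incubated 44 h before luminescence detection.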
Giardia FBPA inh: blocks Giardia fructose-bisphosphate aldolase activity | A8B2U2 | purified Giardia FBPA | Potency, µM (titrated, usually from 59.6 µM), for inactives: at the highest dose activity, negative = inhibition, hits mostly inhibitors | actives 0.71% (n = 290,000); further: potency means the concentration at half of the fitted maximal effect; nearly all actives have a fitted effect of over 55% in size
Target sequence (A8B2U2 whole entry, looked up): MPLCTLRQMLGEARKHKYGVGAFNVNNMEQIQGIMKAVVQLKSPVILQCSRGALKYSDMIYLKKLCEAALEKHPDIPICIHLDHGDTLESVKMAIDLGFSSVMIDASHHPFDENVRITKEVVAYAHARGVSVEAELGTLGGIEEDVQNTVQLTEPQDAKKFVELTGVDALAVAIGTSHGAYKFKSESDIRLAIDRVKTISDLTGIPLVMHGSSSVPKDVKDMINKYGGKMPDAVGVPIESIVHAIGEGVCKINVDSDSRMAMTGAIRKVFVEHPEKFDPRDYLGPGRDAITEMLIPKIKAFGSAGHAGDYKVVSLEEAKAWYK
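Giardia FBPA (40 nM reagent) was preincubated 10 min at RT with compound (up to 57.5 uM final), then substrate plus GAPDH/TPI/NAD/arsenate coupling system with diaphorase/resazurin was added; resorufin fluorescence (525/598 nm) was read after 20 min.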
AmpC inh detg: AmpC beta-lactamase inhibition with detergent present. Potency, µM (doses to about 114 µM), for the others: at the top dose activity change, negative = inhibition, usual class: inhibitors. P00811. actives 0.041% (n = 370,000). AmpC hydrolysis of nitrocefin, absorbance 480 nm, 0.01% Triton. AID 485294;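 further: potency means the concentration at half of the fitted maximal effect; 0% = no-compound wells and -100% = no-enzyme wells; nearly all actives have a fitted effect of over 25% in size; some results filed as inactive show a strong effect at the top dose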
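AmpC (5.3 nM in the dispensed reagent) in 20 mM phosphate pH 7.0 with 0.01% (detergent screen) or 0.0001% Triton X-100 was preincubated with compounds for 15 min at room temperature. Nitrocefin was then added from an 800 uM solution, and hydrolysis was followed at 480 nm.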
Active calls of the source: *; ? = inconclusive; · = no result given; & = joins results of further samples; [ ] = dose if it differs, or a comment. Unless noted, the call rests on the fitted dose curve; in most records, active means well fitted curve in the direction sought with a large enough effect; inconclusive means small, poorly fitted or top-dose-only effect, or another doubt; inactive means no such curve, though single readings can be large; an effect the other way counts as inactive or inconclusive. Unless noted, on the % scale 0 is the no-effect control and ±100 the full control effect.

SMILES	AmpC no deterg	Sm TGR block	HCMV antiviral	HCV inh	Giardia FBPA inh	AmpC inh detg
Cc1cc(C)cc(N(CCC#N)C(=O)COC(=O)C2=COCCO2)c1	0%	1%	38	?	·	?
Cc1cc(N2CCOCC2)nc(SCC(=O)c2ccc(Cl)cc2)n1	-19%	-28%	-21	-24%	4%	?
COc1cccc(/C=N/n2c(-c3n[nH]c4c3CCC4)n[nH]c2=S)c1OC	-22%	21%	6	19%	-5%	6%
COCCN(Cc1cc2ccccc2[nH]c1=O)C(=O)c1ccccc1OC	-53%	23%	55	-6%	0%	-1%
O=C(COC(=O)/C=C/c1cccc([N+](=O)[O-])c1)Nc1ccc(Cl)cn1	-27%	-2%	-4	2%	·	0%
C[C@H](NC(=O)c1ncn(C)c1C(=O)N[C@@H](C)c1ccccc1)c1ccccc1	53%	·	28	12%	·	·
Cc1cc(OCC(=O)NCc2cccnc2)ccc1[N+](=O)[O-]	-8%	3%	-7	4%	5%	-8%
COc1ccccc1C(=O)Nc1nc(-c2ccc(S(=O)(=O)N3CCOCC3)cc2)cs1	77%[activator]	2%	-95*	3.5µM*	-3%	-3%
CCCNS(=O)(=O)c1ccc(CCC(=O)N2CCN(c3ccc(F)cc3)CC2)cc1	3%	-17%	-65*	?	-2%	-7%
COc1ccc(-c2nn(-c3ccccc3)cc2C(=O)N2c3ccc(C)cc3C3CN(C)CCC32)cc1 (stereo not drawn)	28%[11.4 µM]	-13%	?	-25%	0%	-9%
CCCc1cc(=O)oc2cc(C)c3c(C)coc3c12	-37%	0%	-12	10µM*	0%	?
Cc1cc2ccccc2n1CCNC(=O)c1ccc(S(=O)(=O)N2CCOCC2)cc1	77%[activator]	?	37	25%&5%	-3%	?
Cc1ccc(NC(=O)Cn2c(=O)n(CCCC(=O)NCc3ccc4c(c3)OCO4)c(=O)c3ccccc32)cc1	·	5%	13	·	·	17%
COc1cc(/C=C(\C#N)C(=O)NCc2ccccc2)ccc1OCc1ccc(C(=O)O)cc1	-36%	-24%	-35	-4%	14%	1%
COc1cccc(CNC(=O)c2cc3c(s2)-c2c(C)cccc2OC3)c1	·	-5%	-13	·	·	-2%
Cc1ccccc1Nc1ncc(C#N)c(N)n1	-13%	-2%	29	2%	-5%	-2%
CN(C)c1ccc(CNc2ncn[nH]2)cc1	-12%	51%[activator]	-16	15%	2%	2%
COc1ccc(Cc2ccc(OC)c(N)c2)cc1N	2%	-8%	-23	24%	10%	-7%
Cc1ccc2c(c1)C1CC(C)(O2)N(c2cccc(C(=O)N3CCN(c4ccccn4)CC3)c2)C(=O)N1 (stereo not drawn)	183%[activator]	-14%	?	-18%	·	?
O=[N+]([O-])c1ccccc1/C=C/C=N/n1c(-c2ccco2)n[nH]c1=S	-16%[2.29 µM]	7%	-14	11%	17%	0%

Whole records, quoted from the list. Order of values: AmpC no deterg	Sm TGR block	HCMV antiviral	HCV inh	Giardia FBPA inh	AmpC inh detg
Record of `Cc1cc(N2CCOCC2)nc(SCC(=O)c2ccc(Cl)cc2)n1` = -19%	-28%	-21	-24%	4%	?
Record of `COCCN(Cc1cc2ccccc2[nH]c1=O)C(=O)c1ccccc1OC` = -53%	23%	55	-6%	0%	-1%
Record of `Cc1ccc(NC(=O)Cn2c(=O)n(CCCC(=O)NCc3ccc4c(c3)OCO4)c(=O)c3ccccc32)cc1` = ·	5%	13	·	·	17%

Next records follow:
SMILES	AmpC no deterg	Sm TGR block	HCMV antiviral	HCV inh	Giardia FBPA inh	AmpC inh detg
Cc1nc2ncnn2c(C)c1Cc1ccc(Cl)cc1	0%	0%	-17	6%	2%	-4%
N#CCCn1c(O)c(N=NC(=O)CNC(=O)c2cccs2)c2ccccc21	-19%	31%	-2	?	-10%	9%
O=c1[nH]c(Cn2nnc(-c3ccccc3)n2)nc2scc(-c3ccccc3)c12	-47%	8%	0	4%	8%	-15%
Cc1ccc2nc(-c3ccc(F)cc3)nc(SCC(=O)NCC3CCCO3)c2c1 (stereo not drawn)	-7%	-2%	0	-6%	4%	-15%
O=C(O)c1ccc(NC(=S)N2CCCCC2)cc1	0%	29%	-12	16%	-18%	10%
COc1ccc(C(O)C(CC(=O)NCCCOC(C)C)C(=O)NCCCOC(C)C)cc1OC (stereo not drawn)	-13%	0%	-34	18%	4%	-4%
Cc1ccc([N+](=O)[O-])c(OCCCN2C(=O)NC(C)(C)C2=O)c1	-1%[2.29 µM]	20%	24	14%	14%	7%
CCSc1nnc(NC(=O)C2Cc3ccccc3CN2C(=O)c2ccco2)s1 (stereo not drawn)	-18%	32µM*	22	-1%	-14%	?
CCCn1cc(SCC(=O)Nc2nnc(C)s2)c2ccccc21	1%	0%	27	10%	-7%	?
Cc1ccc(C)c(CNS(=O)(=O)c2c(C)[nH]c(C)c2C(=O)N2CCCCC2)c1	11%	-13%	-7	4%	14%	-10%
O=C(/C=C/c1ccco1)N(Cc1ccc(Cl)cc1)C1CCS(=O)(=O)C1 (stereo not drawn)	45%	3.2µM*	-23	1.1µM*	8%	-1%
S=c1[nH]nc(-c2cccc(Br)c2)o1	-33%	0%	52	-7%	11%	-5%
Cn1c(C(=O)OC(C(=O)NC2CCCC2)c2cccnc2)cc2sccc21 (stereo not drawn)	10%	-15%	?	-13%	5%	?
CCOc1ccc(-c2nc(C#N)c(NCC3CCCO3)o2)cc1 (stereo not drawn)	18%	-5%	27	-7%	-4%	3%
O=C(/C=C/c1cccc(Cl)c1)N1CCC(Cc2ccccc2)CC1	16%	-8%	-12	-4%	0%	-10%
CCCCN(C(=O)CSc1nnc(-c2ccc(OC)cc2)n1CC)c1c(N)n(Cc2ccccc2)c(=O)[nH]c1=O	5%	1%	-3	?	3%	-1%
CC(=O)c1cccc(Nc2ncnc3ccc(Br)cc23)c1	?	0%	?	?	5%	-5%
Nc1c(Cl)ncnc1NCCc1ccc(O)cc1	1%	0%	-70*	6.3µM*	1%	2%
C#CCOCCOCCOCCNc1nc(N2CCN(C(=O)[C@H](CCC(=O)O)n3cc([C@@H](N)CCCCN)nn3)CC2)nc(N2CCN(C(=O)[C@H](CCC(=O)O)n3cc([C@@H](N)CCCCN)nn3)CC2)n1	-9%	·	26	19%[8.37 µM]	·	·
COc1cccc(-n2c(O)c(C=Nc3c(C)n(C)n(-c4ccccc4)c3=O)c(=O)[nH]c2=O)c1	-24%	0%	4	9%	0%	-15%
CCOc1ccc(CNC(=O)c2ccc(CSc3nc4ccncc4n3Cc3ccc(F)cc3)cc2)cc1	·	0%	?	·	·	23%
O=C(c1nn2c(C(F)(F)F)cc(-c3cccs3)nc2c1Br)N1CCCc2ccccc21	-25%	3%	-15	?	-3%	?
CCCSc1oc(-c2ccco2)nc1S(=O)(=O)c1ccc(Br)cc1	·	-36%	-4	·	·	8%
Cc1ccc(OCC(=O)N2N=C(c3ccncc3)CC2(O)C(F)(F)F)cc1C (stereo not drawn)	-22%	-23%	121	-6%	4%	2%
O=C(Cc1ccc(-n2c(=O)c3ccccc3n(Cc3ccccc3F)c2=O)cc1)NCC1CCCO1 (stereo not drawn)	-1%	2%	-1	-7%	0%	-1%
CN(C)S(=O)(=O)c1ccc(Cl)c(NC(=O)COC(=O)CNC(=O)c2ccco2)c1	-12%	?	0	19%	3%	-14%
S=C(N/N=C1\C2CN3CCN(C2)CC1(c1ccccc1)C3)Nc1ccccc1	159%[activator]	-34%	-14	7%	-27%	?
Cc1cc(C)c(/C=C/c2onc(C)c2S(=O)(=O)N2CCC(C(=O)N(C)Cc3ccccc3)CC2)c(C)c1	·	1%	68	·	·	-1%
COc1ccc(C(=O)CC(=O)C(=O)Nc2ccccc2C(F)(F)F)cc1	-45%	-1%	2	?	-2%	-9%
Cc1ccc(OCC(=O)c2cc(C)n(Cc3cccs3)c2C)c([N+](=O)[O-])n1	-7%	·	-94*	?	1%	-3%
CCN(CC)CCCN=C1N[C@@H](c2cccc(F)c2)C(C(=O)OC)=C(C)N1Cc1ccccc1	40%	·	-11	?	·	·
O=C(Nc1sc2c(c1C(=O)Nc1ccccc1Cl)CCCC2)c1ccccc1F	·	-1%	13	·	·	11%
CN(C)S(=O)(=O)N1CCC(Oc2ccc(C(=O)NCc3cnn(C)c3)cc2)CC1	5%	0%	-17	?	-2%	-8%
CCC(NC(=O)c1ccccc1Br)c1ccccc1 (stereo not drawn)	-10%	5%	-4	19%	4%	7%
CC(C)(C)Nc1nc(Cl)nc(NCc2ccccc2)n1	-32%	4%	-5	-23%	3%	9%
Cc1c(NC(=O)c2cc(=O)c3cc(Cl)ccc3o2)c(=O)n(-c2ccccc2)n1C	·	1%	-21	·	·	-4%
Cc1ccc2nc(SCC(=O)NNC(=O)c3ccccc3)[nH]c2c1	-26%	-1%	26	9%	3%	-7%
CCOC(=O)c1ccc(NC(=O)CSc2nncn2-c2cccnc2)cc1	23%	-10%	-4	7%	7%	-3%
COc1cscc1C(N)=O	-7%	11%	32	17%	8%	-2%
CC1=C(C#N)C(Nc2ccc(C)cn2)(C(F)(F)F)C(=O)N1 (stereo not drawn)	-5%	-12%	-15	3%	3%	-9%

Gathered by group: the entries above with two or more sulfur atoms.
SMILES	AmpC no deterg	Sm TGR block	HCMV antiviral	HCV inh	Giardia FBPA inh	AmpC inh detg
COc1ccccc1C(=O)Nc1nc(-c2ccc(S(=O)(=O)N3CCOCC3)cc2)cs1	77%[activator]	2%	-95*	3.5µM*	-3%	-3%
CCSc1nnc(NC(=O)C2Cc3ccccc3CN2C(=O)c2ccco2)s1 (stereo not drawn)	-18%	32µM*	22	-1%	-14%	?
CCCn1cc(SCC(=O)Nc2nnc(C)s2)c2ccccc21	1%	0%	27	10%	-7%	?
CCCSc1oc(-c2ccco2)nc1S(=O)(=O)c1ccc(Br)cc1	·	-36%	-4	·	·	8%

Carrying on.
SMILES	AmpC no deterg	Sm TGR block	HCMV antiviral	HCV inh	Giardia FBPA inh	AmpC inh detg
CC(=O)CCc1oc2ccc(C)cc2c1-c1ccc(C)o1	2%	25µM*	67	?	-1%	-5%
COc1ccc(C2NC(=S)NC(O)(C(F)(F)F)C2C(=O)c2cccs2)cc1 (stereo not drawn)	-41%	2%	12	8%	2%	-8%
O=C(Nc1ccc(-c2ccc3nncn3n2)cc1)C1CCCC1	-20%	18%	0	4%	2%	-1%
Cc1nc(C)n(C(=O)N(c2ccccc2)c2ccccc2)n1	-4%	-2%	11	12%	3%	1%
O=C(Nc1ccc(N2CCN(C(=O)c3ccccc3)CC2)cc1)c1ccc([N+](=O)[O-])o1	8%	?	-101*	?	-18%	8%
O=[N+]([O-])c1cccc(S(=O)(=O)N2CN(c3ccc(Br)cc3)c3nc4ccccc4nc32)c1	-25%	·	6	8%	·	·
C=CCn1c(O)c(N=NC(=S)Nc2cccc(C)c2)c2ccccc21	10%	8%	-37	?	-21%	?
CCOC(=O)/C(=N\Nc1ccccc1Cl)N1CCN(Cc2ccccc2)CC1	49%	-2%	-19	9%	0%	-12%
CCOc1ccc(N(CC(=O)NCc2cccc(OC)c2)S(=O)(=O)c2c(C)noc2C)cc1	29%	5%	-24	-8%&-2%	3%	6%
CCN(CC)S(=O)(=O)c1cccc(-c2nnc(SCC(=O)c3cc(C)n(C)c3C)o2)c1	-21%	7%	?	?	2%	?

Bioassay records as filed in PubChem BioAssay.
